# Source: PubChem (Sanford-Burnham Center for Chemical Genomics)
# TIM10 inh – growth inhibitors of TIM10 yeast strain | inhibition, % at 10 µM | S. cerevisiae TIM10 strain growth, BacTiter-Glo luminescence, 24 h | hit rate 1.4% among 330,000 | AID 463195;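 active = inhibition of 40% or more at the single tested concentration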;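 note: wild-type TIM10 isogenic control strain grown at permissive 25 °C; 0% = DMSO yeast wells and 100% = minimal medium wells without yeast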
# ATG4B inhibitor – ATG4B (human) cysteine protease inhibition | ATG4B cleavage of LC3-PLA2, NBD-HPC fluorescence, 1 h | inhibition, % at 8.33 µM | hit rate 0.51% among 340,000 | AID 504462; in the data active = inhibition above about 40%
# Target sequence (Q9Y4P1 whole entry, looked up): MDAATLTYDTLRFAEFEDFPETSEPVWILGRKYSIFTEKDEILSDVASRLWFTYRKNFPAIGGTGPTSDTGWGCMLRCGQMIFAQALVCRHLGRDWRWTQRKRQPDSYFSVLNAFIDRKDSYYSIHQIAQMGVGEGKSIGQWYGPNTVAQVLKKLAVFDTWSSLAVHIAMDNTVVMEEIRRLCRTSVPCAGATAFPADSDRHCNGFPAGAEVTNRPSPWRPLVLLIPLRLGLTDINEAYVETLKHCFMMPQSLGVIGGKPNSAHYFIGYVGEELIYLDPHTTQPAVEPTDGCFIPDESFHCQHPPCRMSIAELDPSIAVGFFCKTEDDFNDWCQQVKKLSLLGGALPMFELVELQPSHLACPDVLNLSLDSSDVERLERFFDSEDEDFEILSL
# hIAP inh – human IAP inhibition; P09923; purified IAP, CDP-Star luminescence, 30 min; inhibition, % at 10 µM; hit rate 0.12% among 330,000;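 active = inhibition reaching a set limit with compound at 10 µM in the primary screen, cut at about 35% in these data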;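 note: plate controls were DMSO wells with enzyme for no effect and no-enzyme buffer wells for full effect; values of inactives mirror those of a sister screen read the other way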
# Target sequence (P09923 whole entry, looked up): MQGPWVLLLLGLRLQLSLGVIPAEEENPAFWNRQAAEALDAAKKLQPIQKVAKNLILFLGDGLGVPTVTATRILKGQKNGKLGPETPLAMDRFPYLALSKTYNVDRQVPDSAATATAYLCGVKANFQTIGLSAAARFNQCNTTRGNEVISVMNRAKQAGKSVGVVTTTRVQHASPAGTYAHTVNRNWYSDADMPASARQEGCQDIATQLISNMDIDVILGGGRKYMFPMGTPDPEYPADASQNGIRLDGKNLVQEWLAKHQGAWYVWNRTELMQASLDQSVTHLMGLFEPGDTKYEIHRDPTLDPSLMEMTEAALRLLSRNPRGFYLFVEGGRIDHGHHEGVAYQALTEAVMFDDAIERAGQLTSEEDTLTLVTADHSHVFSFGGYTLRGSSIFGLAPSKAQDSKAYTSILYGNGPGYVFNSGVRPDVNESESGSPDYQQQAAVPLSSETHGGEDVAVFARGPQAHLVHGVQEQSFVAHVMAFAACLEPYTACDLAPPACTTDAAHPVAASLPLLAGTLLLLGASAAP
# tim10-1 inh – inhibits growth of tim10-1 mutant yeast; hit rate 2.2% among 330,000; S. cerevisiae tim10-1 ts strain growth, BacTiter-Glo, 24 h; inhibition, % at 20 µM;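 active = inhibition of at least 40%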;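 note: mutant grown at 25 °C; 0% = DMSO wells with yeast and 100% = wells holding no yeast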
# NLRP3 yeast inh – inhibitors of NALP3 inflammasome in yeast | Yeast reconstituted NLRP3/ASC/caspase-1, beta-gal luminescence, 24 h | inhibition, % at 10 µM | hit rate 0.39% among 330,000 | AID 2825;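 active = inhibition of 50% or more; inactive = inhibition below 50%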;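 note: plate controls were induced DMSO wells for no effect and uninduced yeast grown without galactose for full effect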
# mIAP act – mouse IAP activation | activation factor at 10 µM | hit rate 0.24% among 330,000 | AID 2805 | muIAP, CDP-Star luminescence, 30 min; stronger effect = higher value; 1 = vehicle-only enzyme signal, 0 = enzyme-free wells;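 active = activation factor of at least 2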; note: the source names both 10 and 20 µM as test concentration; values of inactives mirror those of a sister screen read the other way
#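 Assay system: mouse IAP enzyme / Compound: DMSO-dissolved test compounds / Timing: 30 min, room temperature / Measured by: luminescence from enzymatic CDP-Star hydrolysis / Control set: DMSO-only wells, enzyme-free buffer wells as negative control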
# hIAP activ – human IAP activation | hit rate 0.16% among 330,000 | activation factor at 10 µM | purified human IAP, CDP-Star luminescence, 30 min; stronger effect = higher value; 1 = vehicle-only enzyme, 0 = enzyme-free background | P09923;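 active = activation factor of the enzyme at least 2-fold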; note: the source names both 10 and 20 µM as test concentration; values of inactives mirror those of a sister screen read the other way
# Apaf1 inhib – human Apaf-1 inhibition. O14727. reconstituted apoptosome caspase-3 activity, DEVD-Rh110 fluorescence. inhibition, % at 20 µM. hit rate 0.71% among 330,000. AID 489030; active = inhibition of at least 40% at 20 µM;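 note: plate controls were DMSO wells for no effect and DEVD-CHO caspase inhibitor wells for full effect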
#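 System – cell-free apoptosome with Apaf-1, procaspase-3 and caspase-9 · Buffer or medium – pH 7.5 Hepes buffer with CHAPS, BSA, DTT · Also added – cytochrome c with DEVD-Rh110 · Times – 30 min compound preincubation, 50 min activation, room temperature · Technique – Rh110 fluorescence intensity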
# mIAP inh – blocks mouse intestinal alkaline phosphatase | AID 2806 | purified mouse IAP, CDP-Star luminescence, 30 min | hit rate 0.2% among 330,000 | inhibition, % at 10 µM;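 active = inhibition of at least 40% at 10 µM in the primary screen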;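 note: plate controls were DMSO with enzyme for no effect and no enzyme wells for full effect; values of inactives mirror those of a sister screen read the other way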
# An asterisk follows results filed as active. Rows are unselected. Share with any hit: about 4.5%.
SMILES,TIM10 inh,ATG4B inhibitor,hIAP inh,tim10-1 inh,NLRP3 yeast inh,mIAP act,hIAP activ,Apaf1 inhib,mIAP inh
CCOC(=O)c1ccc(N2Cc3ccccc3C2=NC(=O)c2cccc([N+](=O)[O-])c2)cc1,-2,-6,3,6,16,1.1,0.97,-1,-12
CCC(C)NC(=O)c1cc(-c2ccc3c(c2)OCO3)on1 (centres undefined),-7,11,9,27,11,1,0.91,4,0
O=C1CN(C(=O)COC(=O)Cc2ccsc2)c2ccccc2N1,5,3,14,14,-10,1,0.86,-7,0
CC(C)=NNc1nc2c(c(=O)n(C)c(=O)n2C)n1C,1,-8,12,0,0,1,0.88,-6,0
Cc1c(Cl)ccc2c1NC(=O)[C@]21[C@@H]2C(=O)N(Cc3ccccc3)C(=O)[C@@H]2[C@@H]2CCCN21,23,-12,-6,25,11,0.95,1.1,29,5
CC(c1ccccc1)n1c(Cn2ncc3ccccc3c2=O)n[nH]c1=S (centres undefined),10,5,-1,8,5,1,1,-2,-4
Cc1ccc(OCC(=O)OCC(=O)N2c3ccccc3CC2C)cc1C (centres undefined),-2,17,16,-23,26,0.92,0.84,8,8
CCCCCCN=C1CC(C)(C)CC(=O)/C1=C(/O)CCC,4,8,14,7,19,0.91,0.86,9,9
NS(=O)(=O)c1cccc(NC(=O)COc2ncnc3c2cnn3-c2ccccc2)c1,1,-7,0,11,-4,0.82,1,-18,18
CN1CCc2nc(NC(=O)COc3ccc4ccccc4c3)sc2C1,-26,-9,-15,-32,17,1,1.1,2,-3
CC(C(=O)OCC(=O)N(C)C1(C#N)CCCCC1)N1C(=O)c2ccccc2C1=O (centres undefined),-8,-7,2,-11,6,0.98,0.98,-4,2
CC1=C(C(=O)Nc2ccccc2C(F)(F)F)C(c2sccc2C)NC(=S)N1 (centres undefined),6,-11,-9,12,5,1.1,1.1,5,-10
Cc1cccc(NC(=O)CN2C(=S)NC(C)(C)CC2C)c1C (centres undefined),7,-4,3,13,24,1,0.97,0,0
OC(CNCc1ccccc1)COCc1ccc(Cl)cc1 (centres undefined),-11,-14,-3,-14,15,1.1,1,5,-13
O=C(N/C(=C/c1cccnc1)C(=O)N1CCOCC1)c1ccccc1F,12,-9,-10,2,16,0.96,1.1,-4,4
CN(CC(=O)Nc1ccc(F)c(F)c1)S(=O)(=O)c1cccc2cccnc12,16,-8,-2,10,14,0.97,1,1,3
Cc1ccc(NC2=C(CC(=O)O)C(c3ccccc3)N(c3ccc(C)cc3)C2=O)cc1 (centres undefined),17,1,7,18,-6,0.92,0.93,10,8
COc1ccccc1N1CCN(C2CCCN(C(=O)c3ccnc4ccc(C)cc34)C2)CC1 (centres undefined),5,3,-36,14,16,1,1.4,5,-1
COc1cc(OC)cc(C(=O)NN2CCOCC2)c1,-1,3,8,-13,-5,1.1,0.92,6,-7
CCC1CO/C(=C(\C(Cl)=C(Cl)Cl)[N+](=O)[O-])N1 (centres undefined),7,-2,-2,14,2,1,1,8,-2
CCCN(CC(=O)Nc1cc(Cl)ccc1Cl)C(=O)/C=C/c1cc(OC)ccc1OC,-7,-5,-14,-10,-6,1,1.1,20,-5
CCCNC(=O)C(Cc1ccccc1C)NC(=O)c1ccc(C(F)(F)F)cc1 (centres undefined),2,-8,-2,-1,9,0.96,1,-13,4
COc1ccc(-c2cc(C(F)F)n3ncc(C(=O)N4CCN(C)CC4)c3n2)cc1,-5,-7,8,7,5,0.99,0.93,-4,1
COC(=O)c1cc(OC)c(OC)cc1NC(=S)N1CCN(c2ccccn2)CC1,23,-4,-7,29,6,1,1.1,-15,0
O=C(O)CN(c1cccc(C(F)(F)F)c1)S(=O)(=O)c1ccccc1,-2,-7,2,-9,6,0.96,0.98,-5,4

# Next section, starting with the last five of the part before.
SMILES,TIM10 inh,ATG4B inhibitor,hIAP inh,tim10-1 inh,NLRP3 yeast inh,mIAP act,hIAP activ,Apaf1 inhib,mIAP inh
CCCN(CC(=O)Nc1cc(Cl)ccc1Cl)C(=O)/C=C/c1cc(OC)ccc1OC,-7,-5,-14,-10,-6,1,1.1,20,-5
CCCNC(=O)C(Cc1ccccc1C)NC(=O)c1ccc(C(F)(F)F)cc1 (centres undefined),2,-8,-2,-1,9,0.96,1,-13,4
COc1ccc(-c2cc(C(F)F)n3ncc(C(=O)N4CCN(C)CC4)c3n2)cc1,-5,-7,8,7,5,0.99,0.93,-4,1
COC(=O)c1cc(OC)c(OC)cc1NC(=S)N1CCN(c2ccccn2)CC1,23,-4,-7,29,6,1,1.1,-15,0
O=C(O)CN(c1cccc(C(F)(F)F)c1)S(=O)(=O)c1ccccc1,-2,-7,2,-9,6,0.96,0.98,-5,4
O=C(COC(=O)c1cc(=O)c2ccccc2o1)NCc1ccccc1,-9,-6,0,-4,1,0.96,0.99,6,4
S=C(Nc1ccccn1)Nc1ccccc1Cl,27,9,21,6,49,0.94,0.79,5,6
O=C(N/N=C/c1ccccn1)c1cc(Br)ccc1O,16,-1,-74,8,-5,0.98,1.7,2,2
CC1CCN(CCc2nc3cc(NC(=O)COc4ccc([N+](=O)[O-])cc4)ccc3n2C)CC1,-6,0,3,-17,-5,0.97,0.97,13,3
O=C(c1ccc(Cn2c(=S)[nH]c3ccccc3c2=O)cc1)N1CCN(c2ccccn2)CC1,73*,47*,-4,20,14,0.98,1,14,2
O=C(COc1cccc(F)c1)N[C@@H](Cc1ccccc1)c1nc2ccccc2[nH]1,23,9,-1,23,2,1.5,1,16,-46
c1ccc(-c2ccc3c(c2)c2c4n3CCN=C4CCC2)cc1,34,-13,10,17,12,0.96,0.9,22,4
COc1cccc(C(=O)NNS(=O)(=O)c2ccc(C)cc2)c1,-5,0,-32,5,-4,0.93,1.3,-15,7
CCc1sc(NC(=O)CN2CCOCC2)nc1-c1ccccc1,-3,0,9,6,17,0.95,0.91,2,4
C=CCn1c(CNC(=O)c2ccccc2F)nnc1SCc1nc2ccccc2c(=O)[nH]1,13,-12,8,-2,3,0.94,0.92,-4,6
CCc1nc2c(cnn2-c2ccc(F)cc2)c(=O)n1-c1ccc(N2CCC(C)CC2)cc1,29,12,6,12,11,1,0.94,26,0
CCCCOc1ccc(Cc2c(Cl)nc(SC)nc2N2CCOCC2)cc1,6,-9,7,17,4,1.1,0.93,4,-9
CCCNC(=O)C(Cc1ccccc1)NC(=O)c1ccc(C(F)(F)F)cc1 (centres undefined),-4,4,11,5,10,0.98,0.89,-5,2
Cc1cc(NC(=O)NC2CCCN2S(=O)(=O)c2ccc(Cl)cc2)no1 (centres undefined),7,-4,-7,12,-7,0.99,1.1,-5,1
CCN(c1ccccc1)S(=O)(=O)c1ccc(Cl)c(C(=O)NCCc2ccc(OC)cc2)c1,-3,-12,-1,-17,8,0.98,1,16,2
COc1ccc2c(c1)C(=O)N(c1ccccc1OC)C(=O)C2(C)C,4,-6,-9,22,30,0.94,1.1,-10,6
CN1CCC(C(=O)N2CCCC(C(=O)c3ccc4c5c(cccc35)CC4)C2)CC1 (centres undefined),8,17,7,8,2,1,0.93,-13,0
Nn1c(Cc2cccc3ccccc23)nnc1SCc1c(Cl)cccc1Cl,34,0,-13,30,9,1.1,1.1,15,-12
COc1ccc(OC)c(CCNC(=O)CCc2nnc3ccc(N4CCOCC4)nn23)c1,6,5,-12,-7,11,1.1,1.1,6,-8
O=C(c1cccc(NS(=O)(=O)c2ccc(Br)cc2)c1)N1CCN(c2ccccc2O)CC1,12,3,-5,13,15,0.97,1.1,12,3
Brc1ccc(-n2cccc2/C=N/n2cnnc2)cc1,17,3,-17,17,6,0.91,1.2,9,9
C[C@@H](NC(=O)Cn1ccc(NC(=O)OCc2ccccc2)nc1=O)c1cccc2ccccc12,6,-6,-9,-19,12,1,1.1,34,-1
CCOc1ccc(OCCCN(C)C)cc1,1,-9,-4,6,-10,1,1,-4,-3
Oc1ccc(/C=N/NC(=S)Nc2cccnc2)cc1O,-13,-11,28,6,14,0.21,0.72,-1,79*
Cc1ccc(NC(=O)N2CCCCCC2)c(C)c1,4,6,-8,-12,26,0.97,1.1,3,3
# Carrying on.
SMILES,TIM10 inh,ATG4B inhibitor,hIAP inh,tim10-1 inh,NLRP3 yeast inh,mIAP act,hIAP activ,Apaf1 inhib,mIAP inh
O=C(CSc1n[nH]c(-c2ccc(S(=O)(=O)N3CCCCC3)cc2)n1)Nc1nccs1,13,-15,-40,16,19,0.77,1.4,-8,23
Cn1cnnc1SCC(=O)Nc1ccc(OC(F)F)cc1,-3,-4,2,-3,33,1,0.98,-9,-4
COc1ccc(CCn2c(SCCN3CCCCC3)nc3ccccc3c2=O)cc1OC,10,0,-9,7,-3,0.84,1.1,-4,16
CN1CCS/C1=C/C=C1\SC(=S)N(CC(=O)O)C1=O,10,-19,27,9,21,0.7,0.73,8,30
CCN(CCNC(=O)C1CCN(S(=O)(=O)c2cccc3nsnc23)CC1)c1ccccc1,-5,-21,5,24,7,0.97,0.95,7,3
CC(C)(C)Cc1cc(N)on1,3,12,9,-6,-5,0.99,0.91,-11,0
COc1cc(NCc2ccccc2)c2ncn(Cc3ccccc3)c2c1,-19,14,0,-12,12,1.2,1,50*,-18
Cc1cc(N2CCN(c3ccccc3F)CC2)nc2cc(O)ccc12,12,20,0,15,4,0.86,1,15,14
Cc1ccsc1/C=C1\SC(N2CC(C)OC(C)C2)=NC1=O (centres undefined),9,-6,6,5,-5,0.99,0.94,12,0
CCC(C)n1c(SCC(=O)NC2CCCC2)nc2ccccc2c1=O (centres undefined),15,8,2,5,8,1,0.98,4,-4
Cc1cccc(C(=O)NC(CC(=O)O)c2ccc(OC3CCCC3)cc2)c1[N+](=O)[O-] (centres undefined),-6,8,2,26,16,1,0.98,10,-3
CCC(=O)Nc1ccc(-n2nnnc2SCC(=O)NNC(=O)c2ccco2)cc1,9,-1,-22,3,11,0.85,1.2,-18,15
CCN(CC(=O)Nc1ccc(N2CCOCC2)cc1)C(=O)c1ccc(C(F)(F)F)cc1,-6,-1,10,5,6,1.1,0.9,10,-7
Cc1ccccc1-n1c(SCC(=O)Nc2cccc3ccccc23)nc(O)cc1=O,-2,5,-21,-6,9,0.97,1.2,12,3
CC(C)(C)NC(=O)c1cccc(NC(=O)c2ccco2)c1,2,8,21,5,24,0.91,0.79,-9,9
Cc1cccc(NC(=S)NCC2CCCO2)c1 (centres undefined),12,0,-23,18,3,1.1,1.2,3,-8
O=C(NCC1CCCO1)C1CCC(=O)N1CCc1ccccc1 (centres undefined),-11,-12,-9,3,1,1,1.1,4,-4
COc1ccc(NC(=O)/C(C#N)=C/c2c(C)nn(-c3ccc(F)cc3)c2Cl)cc1OC,49*,-18,5,51*,17,0.91,0.95,8,9
CCCCCn1c(=NC(=O)c2cccnc2)c(C#N)cc2c(=O)n3cccc(C)c3nc21,-34,-1,0,-8,6,1.2,1,21,-17
C=CCSC(=S)NC1CCS(=O)(=O)C1 (centres undefined),15,-7,3,10,25,0.89,0.97,18,11
CC(=O)Nc1cccc(NC(=O)CCCC2CCCCC2)c1,19,-1,0,17,19,1,1,12,-2
Cc1cccc(Cn2c(=O)c3c(nc4n3CCN4Cc3ccco3)n(C)c2=O)c1,23,-11,6,31,6,0.96,0.94,8,4
Cc1ccc(CNC(=O)c2ccc(Cn3nc(C)cc3C)o2)cc1,-13,1,17,23,13,1,0.83,-5,-4
O=C(Nn1cnnc1)c1ccc([N+](=O)[O-])cc1Cl,17,-6,6,-9,-2,1.1,0.94,-13,-15
COc1ccc(F)cc1C(=O)C1CCCN(C(=O)CCc2ccccn2)C1 (centres undefined),11,4,-9,17,3,0.97,1.1,-3,3
